PriA SSB inh = inhibitors of Klebsiella pneumoniae PriA binding to SSB C-terminal tail; AlphaScreen SSBct-PriA binding, biotinylated peptide; inhibition, % at 33 µM; hit rate 0.6% among 430,000; in the data active = inhibition mostly above about 37%, no sharp cut-off; inactive = mostly below about 20%;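 note: plate controls were negative control peptide for no effect and reference peptide for full effect; strong numbers were not always called active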
TcdB GH inh = inhibitors of Clostridioides difficile toxin B glycohydrolase; P18177; TcdB glycohydrolase enzymatic assay, plate reader; inhibition, % at 9.99 µM; hit rate 0.24% among 350,000; in the data active = inhibition above about 10%
PfHsp40 yeast = rescue of PfHsp40-mediated yeast toxicity | S. cerevisiae expressing PfHsp40, growth rescue, ATP luminescence | growth rescue, % at 12.5 µM | hit rate 0.68% among 340,000 | AID 504582; in the data active = growth rescue above about 28%, passing the limit was not always enough; inconclusive = no clear call, values can overlap the other calls;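 note: yeast W303a lacking pdr1 and pdr3 grown in galactose medium; growth measured after three days at 30 °C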
Anthrax LF inh2 = inhibitors of Bacillus anthracis lethal factor protease; P15917; multiplex microsphere protease cleavage assay, LF; inhibition, % at 10 µM; hit rate 0.12% among 360,000; in the data active = inhibition above about 30%; inconclusive = no clear call, values can overlap the other calls; note: plate controls were buffer without enzyme for full effect and enzyme alone for no effect
Rv3671c inh = Rv3671c (M. tuberculosis) protease inhibition. inhibition, % at 5.96 µM. AID 2606. P9WHR9. hit rate 0.048% among 320,000; in the data active = inhibition above about 38%;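 note: extracellular domain of Rv3671c used as enzyme; 0% = enzyme with DMSO and 100% = no enzyme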
Target sequence (P9WHR9 whole entry, looked up, the tested form may be a part): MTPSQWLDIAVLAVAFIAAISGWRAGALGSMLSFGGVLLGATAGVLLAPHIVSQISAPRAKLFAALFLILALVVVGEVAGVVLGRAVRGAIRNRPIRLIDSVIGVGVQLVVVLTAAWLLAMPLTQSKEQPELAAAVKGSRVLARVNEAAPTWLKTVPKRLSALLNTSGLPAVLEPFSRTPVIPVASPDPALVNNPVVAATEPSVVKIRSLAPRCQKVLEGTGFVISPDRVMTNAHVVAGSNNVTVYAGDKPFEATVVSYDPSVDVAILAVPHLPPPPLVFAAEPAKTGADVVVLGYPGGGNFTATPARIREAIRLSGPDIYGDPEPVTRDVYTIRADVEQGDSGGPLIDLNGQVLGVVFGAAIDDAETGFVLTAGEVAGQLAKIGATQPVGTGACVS
MazF activator = activators of E. coli MazEF toxin-antitoxin RNase | activation, % at 20 µM | AID 504720 | hit rate 0.32% among 350,000 | P0AE70 | FAM/BHQ RNA-DNA oligo cleavage fluorescence, 5 h; in the data active = activation above about 50%
Target sequence (P0AE70 whole entry, looked up): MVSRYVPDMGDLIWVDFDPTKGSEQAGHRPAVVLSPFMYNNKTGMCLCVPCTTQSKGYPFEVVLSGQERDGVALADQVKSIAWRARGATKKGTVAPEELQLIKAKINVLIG
SARS 3CLpro inh = SARS-CoV 3CLpro protease inhibition; recombinant SARS-CoV 3CLpro, quenched FRET peptide cleavage; inhibition, % at 6 µM; hit rate 0.14% among 290,000; in the data active = inhibition above about 12%
Vc quorum ag = induces V. cholerae light production without autoinducers. AID 588436. V. cholerae BH1578 lux reporter, luminescence, 6 h. hit rate 0.16% among 350,000. activation, % at 18.7 µM; in the data active = activation mostly above about 9.7%, no sharp cut-off; inconclusive = no clear call, values can overlap the other calls; inactive = mostly below about 3.7%; note: not every result past the cut was called active; inactives centre near 0; reference of the scale not given here
Y pestis TopoI = blocks Yersinia pestis topoisomerase I activity; Y. pestis Topo-I cleavage product accumulation, plate reader; activity, % at 10 µM; hit rate 0.064% among 360,000; AID 504884; in the data active = activity above about 50%, passing the limit was not always enough; inconclusive = no clear call, values can overlap the other calls; note: inactives centre near 2
VHR inh abs = DUSP3 (human) phosphatase inhibition; P51452; recombinant VHR phosphatase, pNPP absorbance; inhibition, % at 13.3 µM; hit rate 0.52% among 290,000; in the data active = inhibition above about 50%; note: some compounds called inactive have numbers as strong as hits
Target sequence (P51452 whole entry, looked up): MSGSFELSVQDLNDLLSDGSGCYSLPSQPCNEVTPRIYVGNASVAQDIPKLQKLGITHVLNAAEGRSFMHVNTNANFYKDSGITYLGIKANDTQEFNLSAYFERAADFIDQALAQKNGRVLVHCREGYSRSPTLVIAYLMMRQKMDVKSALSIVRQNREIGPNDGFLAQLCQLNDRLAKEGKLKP
* = called active by the depositor; i = inactive; ? = inconclusive; nt = no result given; & = joins results of further samples. Not all compounds are listed. The share of hits here may be higher or lower than overall.

SMILES	PriA SSB inh	TcdB GH inh	PfHsp40 yeast	Anthrax LF inh2	Rv3671c inh	MazF activator	SARS 3CLpro inh	Vc quorum ag	Y pestis TopoI	VHR inh abs
Cc1cnc(C(=O)NC2CC(C)(C)Cc3c2cnn3-c2ccccc2)cn1 (stereo not given)	-3	1.1	-0.3	-2	2	-4	0	i	17	12
COc1ccc(CCc2ccnc3ccccc23)cc1	-18	1.5	0.6	-3	nt	-6	nt	nt	20	nt
NC(=O)C1(N2CCCCC2)CCN(C(=O)c2cc(COc3c(F)cccc3F)on2)CC1	nt	-0.1	nt	-4	nt	6	nt	-5.6	5	nt
COc1ccccc1NC(=O)COc1ccc(Br)cc1CO	-5	nt	-0.8	8	-5	-5	1	-0.2	-3	24
CCCCCCN1C[C@@H](n2cc(C3CC3)nn2)[C@H](O)C[C@@H]1c1ccccc1	nt	0.1	nt	-10	nt	5	nt	-0.4	14	nt
CC(OC(=O)CCSc1ccccc1)C(=O)Nc1ccc(S(N)(=O)=O)cc1 (stereo not given)	-8	0.4	0.3	0	8	1	nt	0.1	2	nt
CCOC(=O)c1c(C)[nH]c(C)c1S(=O)(=O)N(C)CC(=O)Nc1cc(C)ccc1OC	2	-0.1	-0.3	3	2	13	-1	-12	10	8
Cc1ccc(S(=O)(=O)N2CCCCC2C(=O)Nc2ccc(N(C)C)cc2)cc1 (stereo not given)	19	-5.5	0.5	-5	1	-2	nt	-0.8	-2	nt
CC(C)N(C(=O)CSc1nc2ccccc2n1Cc1ccccc1)C(C)C	-10	nt	-1.2	-5	-6	1	-4	-1.7	6	4
CCOCCCn1c(=O)c(NC(=O)c2ccc(OCC)cc2)c2n(c1=S)CCCCC2	-11	nt	1.7	-5	-1	6	-2	1.3	-7	-17
CCCCOc1ccc(C(=O)NCC(=O)NCc2ccccn2)cc1	-7	1.5	-0.4	3	-1	-5	nt	-0.7	?	nt
O=C(NNC(=O)c1cccnc1SCc1cccc([N+](=O)[O-])c1)c1ccccn1	-8	1.8	0.7	-5	-1	2	-1	-1.0	-4	17
Cc1ccc(CN(C)C(=O)C2CCC(=O)N(CCc3ccccc3)C2)o1 (stereo not given)	3	1.0	-2.2	-1	nt	10	-1	i	4	-9
CNc1cc(NS(=O)(=O)c2ccc(N)cc2)nc(NC)n1	-2	-0.4	-1.6	-5	-1	5	nt	-3.0	9	nt
CCN(CC)c1ccc(C(=O)NNC(=O)CNC(=O)c2cccs2)cc1	2	0.5	-0.9	nt	3	0	nt	i	0	nt
O=C(CSCc1cccc(Br)c1)N1CCOCC1	-11	nt	-0.7	-1	7	0	-2	i	-11	40
COC(/C=C/Nc1ccc(Cl)cc1)=C(C#N)C#N	-3	0.6	0.6	3	0	9	-9	0.3	3	26
CCCc1nc2ccccc2n1CCc1ccccc1	-2&-2	2.7	0.1	3	-11	-3	2	-0.8	10	40
COc1ccc(CNC(=O)c2cc3ccccc3oc2=O)cc1	-5	0.4	-0.4	-11	-12	-8	1	i	5	16
O=C(Cc1ccc([N+](=O)[O-])cc1)Nc1ccon1	-9	-0.7	-1.2	3	-1	2	1	-1.0	10	6
CC(CN1C(C)CCCC1C)OC(=O)c1ccc(F)cc1 (stereo not given)	17	0.3	-0.6	-3	0	4	-3	i	3	21
CN(CC(=O)N1CCCCCC1)S(=O)(=O)c1cccc2cccnc12	4	0.9	-0.6	-14	-7	5	-3	-0.3	2	29
CCOc1ccc(S(=O)(=O)NCC(=O)N(C)Cc2cccnc2)cc1	-11	nt	-1.7	-1	-3	7	3	i	0	2
CCN1/C(=C2\C(=O)N(C)C(=S)N2C)C=Cc2cc(OC)ccc21	1	0.5	-0.9	1	6	9	2	-0.3	-8	25
CCOc1ccc(CSC2=NCCN2)cc1Cl	-9	nt	-0.1	-1	-5	7	8	-0.4	-7	33
The list continues.
SMILES	PriA SSB inh	TcdB GH inh	PfHsp40 yeast	Anthrax LF inh2	Rv3671c inh	MazF activator	SARS 3CLpro inh	Vc quorum ag	Y pestis TopoI	VHR inh abs
CC1(C(=O)NCc2cccs2)CCN1C(=O)Cc1ccc(Cl)cc1Cl (stereo not given)	nt	1.1	nt	6	nt	nt	nt	-0.7	10	nt
CCc1cccc(C)c1N1C(=O)CN(Cc2ccccc2)C1=S	0	0.5	0.1	4	6	-6	-2	-0.6	0	6
CS(=O)(=O)c1ccc(-n2nnc3ccccc32)c([N+](=O)[O-])c1	-4	0.2	0.5	-1	-2	-20	-2	-0.8	-10	34
O=C(Cc1cccs1)N/N=C/C=C/c1ccco1	nt	-0.3	-0.5	0	-2	0	-3	i	-3	34
COc1ccc(C(=O)Nc2nc3c(s2)CCCC3)cc1S(=O)(=O)N1CCCc2ccccc21	6	nt	-0.3	-5	-56	-6	0	-0.2	-6	10
COc1ccc(NS(=O)(=O)c2cccc(C(=O)NCC(c3cccs3)N3CCOCC3)c2)cc1 (stereo not given)	-4	1.7	-0.9	1	-5	1	nt	-0.3	14	nt
Cc1ccc(NC(=O)c2cccc3c2C(=O)N(C2CCCCC2)C3)c(Cl)c1	-2	nt	-0.3	0	-6	4	2	-0.4	4	5
CCCN(CC(=O)Nc1ccccc1C)C(=O)c1ccc(N2CCCCCC2)c([N+](=O)[O-])c1	31	0.9	-0.3	-7	5	-1	-2	0.1	29	15
CCC[C@@H](CN1CCC[C@H]1CN1C(N)=NC[C@H]1CC(C)C)N1C[C@@H]([C@H](C)CC)N(CCc2ccc(Cl)c(Cl)c2)C1=N	3	1.6	-1.4	3	-2	12	nt	i	-5	nt
COc1ccc(C(=O)O/N=C(\N)c2ccccc2)cc1	i	0.0	-1.1	-4	-6	11	-4	-0.7	-2	21
O=C(NCc1cccnc1)Nc1cccc(Cl)c1Cl	0	2.3	-0.3	-1	-1	-3	9	-0.4	7	40
Cc1cccc(N/C(=N\S(=O)(=O)c2ccccc2)C(F)(F)F)c1	nt	nt	-0.1	-1	-6	1	2	-0.9	-6	5
Nc1ccnc(=O)[nH]1	-7	0.1	-3.0	-10	4	-5	nt	-0.5	5	nt
COC(=O)Cn1ccc2cc(S(=O)(=O)N3CCCCCC3)ccc21	0	0.6	2.3	0	-6	-4	-3	2.0	7	-8
C#CCOCCOCCOCCNc1nc(N2CCN(C(=O)Cn3cc(CCCN=C(N)N)nn3)CC2)nc(N2CCN(C(=O)[C@H](CCCCN)n3cc(CCCC)nn3)CC2)n1	-5	8.2	-1.6	-8	2	11	nt	-2.2	-9	nt
COc1ccc2c(c1)OC[C@H]1[C@H]2N2C(=O)c3cc(C)ccc3NC(=O)[C@@]2(C)[C@H]1c1ccccc1	14	nt	297*	1	-19	-1	nt	i	16	nt
COc1c(O)ccc(/C=N\NC(=O)c2ccc3c(c2)OCO3)c1[N+](=O)[O-]	nt	0.4	-0.4	-1	8	7	-5	i	-1	2
CC(C)=CCC[C@](C)(O)C1CC[C@]2(C)C1C(O)CC1[C@@]3(C)CCC(O)C(C)(C)C3C(O[C@@H]3OC(CO)C(O)C(O)C3O[C@@H]3OC(C)C(O)C(O)C3O)C[C@]12C (stereo not given in full)	nt	1.1	-1.8	-1	7	-1	nt	-0.8	17	nt
CCc1nc(NCc2ccco2)c2oc3ccccc3c2n1	-2	nt	0.5	-1	-2	-9	-3	-0.5	1	12
CCN1CCN(c2ccc(S(=O)(=O)N3CCCCC3)cc2NC(=O)c2cccc(F)c2)CC1	3	-1.2	-0.4	-5	0	0	nt	i	1	nt
COc1c(O)c(O)c2oc(-c3ccccc3)cc(=O)c2c1OC	-4	-0.1	11	-6	-5	3	-2	-0.3	2	7
Cc1ccc(NC(=O)c2ccc(OC(=O)COc3cccc(Cl)c3)cc2)cc1	1	nt	2.5	-2	-8	-2	2	0.9	-9	12
COC(=O)CCC(C(=O)CN1C(=O)c2ccccc2C1=O)N1C(=O)c2ccccc2C1=O (stereo not given)	-9	0.4	0.3	3	nt	9	nt	nt	1	nt
O=C(NCc1nnnn1-c1ccc(F)cc1)c1ccc(S(=O)(=O)N2CCOCC2)cc1	nt	-0.4	nt	-1	nt	-4	nt	-0.4	-2	nt
COc1ccc(OC(C)C(=O)N(C)Cc2nc(-c3cccc(C)c3)no2)cc1 (stereo not given)	-8	0.8	1.8	14	-4	-2	-2	-0.6	22	22
(more compounds)
SMILES	PriA SSB inh	TcdB GH inh	PfHsp40 yeast	Anthrax LF inh2	Rv3671c inh	MazF activator	SARS 3CLpro inh	Vc quorum ag	Y pestis TopoI	VHR inh abs
CN(c1ccccc1)S(=O)(=O)c1ccc(C(=O)N2CCc3ccccc3C2)cc1	4	2.1	-0.9	1	-11	2	7	-0.2	14	8
CCN(CC)C(=O)Oc1ccc2cc(Br)ccc2c1	-73	nt	3.3	0	-12	-3	1	-0.2	1	-20
O=C1CC(c2ccccc2)=C(c2ccccc2)C1c1ccccc1 (stereo not given)	3	0.6	1.2	-4	nt	-8	nt	8.3	20	nt
COc1ccc(-n2c(O)c(C(C)=NCc3ccc4c(c3)OCO4)c(=O)[nH]c2=O)cc1	-19	2.4	-2.0	1	-16	11	-2	-0.8	4	16
O=C(COc1coc(CN2CCN(c3ccc(F)cc3)CC2)cc1=O)NCC1CCCO1 (stereo not given)	-18	0.7	-0.9	4	-4	6	nt	-1.1	1	nt
O=[N+]([O-])c1cc(C=Nc2ccc3ccccc3c2)ccc1Br	9	1.6	-0.7	-1	-3	7	2	-0.3	-4	-2
NC(=O)Nc1ccc(C(=O)OCC(=O)Nc2ccc(Cl)cn2)cc1	-7	0.4	0.3	-6	-14	11	0	-0.3	-4	49
CC1CCN(C(=O)CCCOc2cc(=O)n(C)c3ccccc23)CC1	-1	nt	0.8	2	-2	-8	-1	i	21	-13
O=[N+]([O-])c1ccc2c(c1)C(N1CCOCC1)/C(=C/COc1ccc3ccccc3c1Br)O2 (stereo not given)	-13	nt	0.6	-5	-8	-2	-2	i	1	7
CC1C(=O)Nc2ccccc2N1C(=O)c1ccc(Cl)cc1 (stereo not given)	-4	-0.1	2.5	0	4	-16	6	i	8	22
CCCc1nnc(NC(=O)NCCN2C(=O)C3C4C=CC(C4)C3C2=O)s1 (stereo not given)	10	0.9	2.0	-5	1	-3	2	-0.2	0	21
Nc1cccc(C(=O)Nc2ccc3nc(-c4cccnc4)[nH]c3c2)c1	-3	2.1	-0.6	-1	-1	-5	-3	-0.2	-7	43
Cc1n[nH]c(=O)c2c(NC(=O)COC(=O)Cc3ccc(Cl)cc3Cl)oc(C)c12	0	-1.5	0.9	-4	9	-1	nt	i	3	nt
Cc1nn(C)c(C)c1NS(=O)(=O)c1ccc(Cl)cc1	-8	1.3	-0.4	0	10	4	nt	i	11	nt
CC1Cc2cc(S(=O)(=O)NCc3ccccc3)ccc2N1C(=O)C1CC1 (stereo not given)	-2	-0.9	-0.4	1	0	12	-5	i	-2	-9
Cc1c(C(=O)NCc2ccc3c(c2)OCO3)oc2ccc(Br)cc12	-15	nt	-1.2	-2	-21	-7	3	-0.3	3	19
CSCCC(NC(=O)c1cccc(C)c1)C(=O)OCC(=O)NC(=O)c1cccn1C (stereo not given)	-9	nt	1.1	-2	-3	-16	-2	-0.4	3	-12
Cc1nn(C)cc1CN(C)C(=O)c1nn2c(c1Br)NC(c1cccs1)CC2C(F)(F)F (stereo not given)	-1	1.6	-1.3	-8	-8	5	6	i	14	28
CC(Sc1nnc2c(n1)[nH]c1ccccc12)C(=O)NC1CCCCC1 (stereo not given)	-3	1.6	0.6	0	-4	-1	0	-0.3	13	2
COc1cccc(NC=C2C(=O)OC3(CCCCC3)OC2=O)c1	-5	nt	314*	nt	-8	-4	-3	0.9	6	12
CC(C)OCCCn1c(SCC(=O)N2CCCC2=O)nc2ccccc2c1=O	-7	3.1	-0.6	2	3	8	nt	i	7	nt
COc1ccc(OC)c(NC(=O)C(C#N)=Cc2ccco2)c1	-9	2.2	-0.5	-5	nt	8	nt	5.6	-11	nt

Screening results: PubChem, several laboratories
